Lmaj promast: Leishmania major promastigote growth inhibition, primary screen; AID 1063, 2008; inhibition, % at 10 µM; Leishmania major promastigotes, resazurin fluorescence viability; 200,000 compounds, 9% hits; in the data active means inhibition above about 50%;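 further: promastigotes grown with compound for 44 hours at 28 °C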
bIAP activator: bovine intestinal alkaline phosphatase activators, primary screen, biochemical, bovine IAP, CDP-star luminescence | AID 1016, 2008 | activation factor at 20 µM | purified bovine IAP, 30 min; stronger effect = higher value; fold of DMSO-control signal, blank-subtracted | 200,000 compounds, 0.17% hits | alkaline phosphatase, intestinal [Bos taurus];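 active means activation factor of 2 or more at 20 µM, a signal rise over negative controls twice the positive control's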
APP 5UTR inh: inhibitors of APP translation via 5'UTR reporter, primary screen, APP 5'UTR luciferase, SH-SY5Y cells. inhibition, % at 2 µM. SH-SY5Y APP 5'UTR-luciferase reporter, luminescence. 190,000 compounds, 0.82% hits;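 active means inhibition above a set limit, derived from the sample mean plus 3 SD, cut at about 45% in these data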; further: values of inactives mirror those of a sister screen read the other way
TNAP inh noacc: human TNAP enzyme inhibitors, primary screen, biochemical, luminescent, no phosphate acceptor, uHTS; Alkaline phosphatase, tissue-nonspecific isozyme (Homo sapiens), P05186; purified TNAP, CDP-star luminescence, 30 min; inhibition, % at 20 µM; 200,000 compounds, 0.26% hits;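 active means tissue-nonspecific alkaline phosphatase inhibition above about 50% at 20 µM in the single-dose screen, limit read from the data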;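 further: 0% = DMSO negative control and 100% = EDTA positive control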
Target sequence (P05186 whole entry, looked up): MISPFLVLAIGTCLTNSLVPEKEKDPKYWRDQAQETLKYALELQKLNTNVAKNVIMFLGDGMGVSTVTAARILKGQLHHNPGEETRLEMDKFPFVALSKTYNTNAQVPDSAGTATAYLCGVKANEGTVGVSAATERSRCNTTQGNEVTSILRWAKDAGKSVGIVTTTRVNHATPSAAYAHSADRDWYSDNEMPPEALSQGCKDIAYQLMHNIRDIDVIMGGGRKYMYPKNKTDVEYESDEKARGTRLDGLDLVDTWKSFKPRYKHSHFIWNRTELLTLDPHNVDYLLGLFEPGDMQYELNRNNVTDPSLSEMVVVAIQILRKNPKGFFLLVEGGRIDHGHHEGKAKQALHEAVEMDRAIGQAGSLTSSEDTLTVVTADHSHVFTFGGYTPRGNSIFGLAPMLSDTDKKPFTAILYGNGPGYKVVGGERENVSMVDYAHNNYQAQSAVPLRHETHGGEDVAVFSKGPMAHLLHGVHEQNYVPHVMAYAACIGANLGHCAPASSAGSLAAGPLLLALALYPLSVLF
FLuc inhib CS: firefly luciferase enzyme inhibitors, primary screen, artefact control for luciferase-based inhibitor screens, biochemical, luminescence, ATPLite; Luciferin 4-monooxygenase (Photinus pyralis), P08659; 10 min; inhibition, % at 10 µM; 200,000 compounds, 1.5% hits;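 active means inhibition above about 50% when tested at 10 µM, limit read from the data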
Target sequence (P08659 whole entry, looked up): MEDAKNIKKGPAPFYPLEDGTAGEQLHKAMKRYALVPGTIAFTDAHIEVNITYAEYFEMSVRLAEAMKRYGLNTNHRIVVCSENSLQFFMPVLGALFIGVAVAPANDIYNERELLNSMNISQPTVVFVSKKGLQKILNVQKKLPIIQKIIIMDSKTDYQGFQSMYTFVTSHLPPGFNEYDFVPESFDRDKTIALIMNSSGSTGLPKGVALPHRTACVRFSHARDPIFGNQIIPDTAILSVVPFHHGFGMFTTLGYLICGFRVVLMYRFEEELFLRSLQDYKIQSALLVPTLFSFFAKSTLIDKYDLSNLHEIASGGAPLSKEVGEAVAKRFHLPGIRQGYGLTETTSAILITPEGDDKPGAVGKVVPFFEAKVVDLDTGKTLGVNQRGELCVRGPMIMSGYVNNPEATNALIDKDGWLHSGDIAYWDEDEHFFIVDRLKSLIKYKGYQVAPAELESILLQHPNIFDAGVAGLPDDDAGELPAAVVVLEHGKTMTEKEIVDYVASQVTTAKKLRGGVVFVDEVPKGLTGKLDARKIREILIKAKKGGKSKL
TNAP act hi DEA: TNAP activators at high phosphate acceptor level, primary screen, biochemical, luminescence, uHTS. Alkaline phosphatase, tissue-nonspecific isozyme (Homo sapiens), P05186. 200,000 tested, under 10 active. activation factor at 20 µM. purified TNAP, CDP-star luminescence, 1 M DEA, 30 min; stronger effect = higher value; 0 = EDTA background, 1 = DMSO-only activity;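 active means activation factor at least 2 at 20 µM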
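Test system – human TNAP · Doses – 20 µM single point · Incubation – 30 min, room temperature · Signal – luminescent substrate turnover signal · Read-out basis – activation factor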
bIAP inh: bovine intestinal alkaline phosphatase inhibitors, primary screen, selectivity assay for TNAP inhibitor project, biochemical, bovine IAP, CDP-star luminescence; purified bovine IAP, 30 min; inhibition, % at 20 µM; 190,000 tested, under 10 active; AID 1019, 2008;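 active means over 50% inhibition of intestinal alkaline phosphatase at 20 µM in the single-dose screen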
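System: purified bovine intestinal alkaline phosphatase (IAP) enzyme; Input: IAP diluted 1/65,000,000 in the well; Measured by: CDP-star luminescence signal; Compound dosing: 20 µM single dose; Incubation: 30 min reaction at room temperature.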
TNAP inh hiacc: human TNAP enzyme inhibitors, primary screen, biochemical, luminescent, high phosphate acceptor level, uHTS; purified TNAP, CDP-star luminescence, 1 M DEA; inhibition, % at 20 µM; 200,000 compounds, 0.03% hits;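 active means over 50% inhibition of tissue-nonspecific alkaline phosphatase at 20 µM in the single-dose screen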;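 further: plate controls were DMSO wells for no effect and EDTA-quenched wells as full inhibition for full effect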
RAM inhibit: inhibitors of the yeast RAM network, primary screen, dse1pr::URA3 reporter, 5-FOA selection; S. cerevisiae dse1pr::URA3 reporter, 5-FOA growth OD615, 2 d; analog-sensitive cbk1-as2 kinase mutant strain; inhibition, % at 50 µM; 190,000 compounds, 1.8% hits; AID 868, 2007;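 active means inhibition above a set limit, 3 SD over mean compound inhibition, cut at about 8.4% in these data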;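 further: 0% = DMSO-only wells with no growth and 100% = 10 µM 1-NA-PP1 full growth; inhibition rescues growth on 5-FOA so higher OD means more RAM inhibition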
FLuc act counter: FLuc activators, initial screening, artefact control for FLuc-dependent activation tests, biochemical, ATPlite luminescence; 200,000 tested, under 10 active; AID 1027, 2008; ATPlite luciferase biochemical, 10 min; 0 = ATP-free wells, 1 = DMSO control; Luciferin 4-monooxygenase (Photinus pyralis), P08659; activation factor at 10 µM;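 active means luciferase activation factor, scaled between plate controls, of at least 2 with compound at 10 µM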
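Material: Luciferase/luciferin reagent mix | Doses: Test compounds dosed from 2 mM stocks in 100% DMSO | Timing: 10 min incubation after luciferase reagent addition, room temperature | Measured by: Luminescence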
An asterisk follows results filed as active; x = not tested or not shown.

SMILES	Lmaj promast	bIAP activator	APP 5UTR inh	TNAP inh noacc	FLuc inhib CS	TNAP act hi DEA	bIAP inh	TNAP inh hiacc	RAM inhibit	FLuc act counter
CCC1CCCCN1CCCNC(=O)COc1cc(=O)n(C)c2ccccc12 (stereo not given)	0	1	5	-17	-4	1.1	-3	-6	0.0	1
COC(=O)CN1C(=O)C(O)=C(C(C)=O)C1c1ccc([N+](=O)[O-])cc1 (stereo not given)	-2	0.9	3	-12	-8	1	15	-1	1.9	1.1
O=C(Cn1nc(C(F)F)cc1C(F)F)N/N=C/c1ccc2c(c1)OCO2	-6	1.1	6	-4	-6	1	-9	-5	1.6	1.1
Cc1cc(-c2ccccc2)n2nc(C)c(C#N)c2n1	2	1	-9	-3	0	1	4	0	0.1	1
COc1ccc(CC(=O)Nc2nnc(C(C)(C)C)s2)cc1OC	-7	0.9	-12	-9	-6	1.1	7	-5	1.6	1.1
COc1cc(NC(=O)Cn2nc(Cc3cccnc3)c3ccccc3c2=O)cc(OC)c1OC	-3	1.1	3	-7	4	1	-6	0	1.9	1
CN(C)c1ccc(C(CNS(=O)(=O)c2ccc(F)c(F)c2)c2c[nH]c3ccccc23)cc1 (stereo not given)	8	1	-10	-2	-1	1	2	-1	1.4	1
COc1cccc2cc(C(=O)N3CCN(C(=O)c4ccco4)CC3)c(=O)oc12	-5	0.9	21	-13	-6	1.1	6	-5	0.9	1.1
CCn1nc(C)c(/C=C/C(=O)Nc2ccc(C)cc2C)c1C	35	0.7	-3	-9	-6	1	30	-3	0.7	1.1
O=C(NCCO)c1cc2cc(Cl)cc(Cl)c2oc1=O	-7	1	13	-8	-9	1.1	2	-6	0.7	1.1
CCOC(=O)C1=C(c2ccccc2)NC(=S)NC1c1cc([N+](=O)[O-])ccc1OC (stereo not given)	16	0.8	0	-10	-4	1	16	-4	4.9	1
Cc1cccc(NC2=NC(C)(C)N=C(N)N2)c1C	1	0.9	0	-16	-6	1.1	13	-7	1.5	1.1
O=C(O)c1ccccc1C(=O)NNc1ccc(F)cc1F	-5	1.1	-32	-12	-1	1	-12	-2	-0.8	1
COc1ccc(-c2nc(CSCC(=O)NCC3CCCO3)c(C)o2)cc1OC (stereo not given)	-1	1	1	-17	-5	1	-4	0	0.0	1
CC(=O)CCc1c(C)c2cccc(C)c2[nH]c1=O	1	1	7	-14	-3	1	-1	-4	0.0	1

The closing 4 records of the part above open the next one.
SMILES	Lmaj promast	bIAP activator	APP 5UTR inh	TNAP inh noacc	FLuc inhib CS	TNAP act hi DEA	bIAP inh	TNAP inh hiacc	RAM inhibit	FLuc act counter
Cc1cccc(NC2=NC(C)(C)N=C(N)N2)c1C	1	0.9	0	-16	-6	1.1	13	-7	1.5	1.1
O=C(O)c1ccccc1C(=O)NNc1ccc(F)cc1F	-5	1.1	-32	-12	-1	1	-12	-2	-0.8	1
COc1ccc(-c2nc(CSCC(=O)NCC3CCCO3)c(C)o2)cc1OC (stereo not given)	-1	1	1	-17	-5	1	-4	0	0.0	1
CC(=O)CCc1c(C)c2cccc(C)c2[nH]c1=O	1	1	7	-14	-3	1	-1	-4	0.0	1
Nc1cc(C(=O)O)ccc1N1CCCCC1	-3	0.9	1	-5	-7	1	11	-4	-0.4	1.1
O=C(CN(c1cccc(C(F)(F)F)c1)S(=O)(=O)c1ccc(Cl)c([N+](=O)[O-])c1)NCc1ccccc1Cl	100*	0.6	-3	-13	-7	1	41	1	8.1	1.1
COc1ccc(/C=N\NC(=O)C2=NNC(=O)C2C)cc1 (stereo not given)	-3	1	-72	-6	69*	1	2	2	1.5	0.3
CCC(=O)Nc1cccc(NC(=S)NC(=O)Cc2ccccc2)c1	-2	0.9	-4	-8	-7	1	6	-1	2.9	1.1
CCc1nnc(NC(=O)CCC(=O)N2CCN(Cc3cc(Cl)ccc3OC)CC2)s1	-2	1	9	-11	-6	1.1	3	-5	3.7	1.1
CCC(NC(=O)CCc1ccccc1)c1ccccc1 (stereo not given)	6	0.9	0	-10	-6	1	8	-2	1.0	1.1
COc1ccc(COC(=O)C2=C(C)NC(=O)NC2c2ccc(O)c(OC)c2)cc1 (stereo not given)	-4	0.9	-4	-10	-5	1.1	8	-7	-0.4	1.1
O=Cc1ccc(OC(=O)c2cccnc2)cc1	-5	1.1	9	-9	4	1	-9	-2	1.9	1
CCN1CCN(CCCN(Cc2ccco2)C(=S)Nc2ccc(C)c(Cl)c2)CC1	47	1.3	3	-1	-4	1	-27	4	-0.1	1
COc1ccccc1NS(=O)(=O)c1cccc(NC(=S)NCCN2CCOCC2)c1	7	0.9	-4	-2	-10	1.1	11	-6	-0.6	1.1
Cc1nc(CN2CCN(C(=O)c3ccc(Br)cc3)CC2)cs1	-7	0.9	-3	-14	-6	1.1	5	-7	1.1	1.1
COc1ccccc1S(=O)(=O)Cc1ccc(C(=O)N2CCN(c3ccccc3)CC2)o1	-7	0.9	-13	-3	-7	1	5	-2	0.2	1.1
COc1ccc(C)cc1NC(=O)NCc1ccccn1	-9	1	-1	-12	-3	1	2	-2	0.6	1
O=C(NCC1CCCO1)[C@@H]1CSC2c3ccccc3C(=O)N21 (stereo not given in full)	-7	1	-7	-8	0	1	0	-4	0.1	1
c1ccn(-c2ccc(-c3ccn[nH]3)cc2)c1	-7	1	-87	-15	52*	1	-5	-1	-1.0	0.5
Cc1cc(C(=O)NCCN2CCN(c3cccc(Cl)c3)CC2)n(-c2ccccc2)n1	11	1.1	0	10	4	1	-6	-3	1.0	1
CCC(C)NC(=O)Cn1c(=O)n(CCCCCC(=O)Nc2ccccc2)c(=O)c2sccc21 (stereo not given)	43	1	2	-20	-2	1	2	2	1.5	1
CC(C)CN(CCNC(=O)CC1Oc2ccccc2NC1=O)CC(C)C (stereo not given)	-5	0.9	1	-4	-11	1.1	8	-5	-0.3	1.1
COC(=O)c1cc(Br)c(=O)n(-c2ccccc2OC)c1	-9	1	0	-16	-6	1.1	0	-7	1.1	1.1
CCOC(=O)c1c(CC(C)C)csc1NC(=O)COC(=O)c1cc(OC)c(OC)cc1[N+](=O)[O-]	-2	0.8	-11	0	-7	1	22	0	2.9	1.1
CC(C)(C)C(=O)Nc1nc(-c2ccc3c(c2)OCO3)cs1	18	0.9	-157	-7	13	1	10	0	-1.4	0.9
Cc1cc(SCC(=O)c2ccccc2)nc(C)n1	-4	1.1	x	-13	10	1.1	-6	-6	-0.4	0.9
COC(=O)C1SCC2C(=O)N(Cc3ccccc3)CC(=O)N21 (stereo not given)	-6	1.1	-17	-6	-4	1	-6	-3	2.5	1
COC(=O)c1c(C)oc2ccc(N(C(=O)Oc3ccccc3)S(=O)(=O)c3ccc(Cl)c([N+](=O)[O-])c3)cc12	-1	0.8	-8	-1	-5	1	25	2	4.6	1
O=C(N/N=C/C=C\c1ccccc1[N+](=O)[O-])c1ccncc1	-2	1.3	6	-40	-6	1	-27	2	0.6	1.1
Cc1nn(CCc2n[nH]c(=S)n2-c2cccc(Cl)c2)c(C)c1[N+](=O)[O-]	-7	1.1	3	6	-6	0.9	-9	11	-1.4	1.1
CCOC(=O)N1CCN(C(=S)Nc2ccccc2C)CC1	12	1	-4	-10	-3	1	4	1	0.2	1
O=C(CCn1ccnc1)Nc1nc2ccccc2[nH]1	-4	1.4	11	-61	-5	1	-36	-2	-0.2	1.1
O=c1c2ccccc2nnn1CSc1ncnc2ccccc12	4	1	-3	-1	-10	1	1	-4	1.3	1.1
Cn1nc(-c2ccccc2)c(C(O)c2ccccc2C(F)(F)F)c1Cl (stereo not given)	3	0.9	9	23	6	0.9	12	10	1.3	0.9
O=C(N/N=C/c1cccnc1)c1ccc(CN2c3cccc4cccc(c34)S2(=O)=O)cc1	-2	1.2	1	-1	-7	1	-20	-4	1.6	1.1
O=C(Nc1nn(Cc2ccccc2F)cc1Br)c1cccs1	-1	1	-6	-8	-9	1	3	-1	0.9	1.1
O=C(Nc1ccc(Cl)c([N+](=O)[O-])c1)c1ccc(NCCCN2CCOCC2)c([N+](=O)[O-])c1	45	0.6	9	8	-11	0.9	38	5	5.1	1.1
O=C(O)C1CSC2(c3ccc(Br)cc3)CCC(=O)N12 (stereo not given)	2	1	8	-15	-2	1	3	-5	0.9	1
COc1ccc(OC(C)C(=O)NCc2cccnc2)cc1 (stereo not given)	-7	1	-16	-10	-1	1	0	-4	-0.3	1
O=C(CSc1nc2ccccc2s1)N1CCOCC1	-6	1	0	6	-4	1	4	-3	-0.7	1
O=C(NCc1ccco1)C1CCN(S(=O)(=O)N2CCOCC2)CC1	-2	1	-25	-14	-7	1	-3	-3	0.4	1.1
CC(=O)NS(=O)(=O)c1cccnc1Nc1ccc(Cl)cc1	-10	0.9	-9	-13	-7	1	8	-1	0.3	1.1
CCC(=O)N1N=C(c2ccc(C)o2)CC1c1ccc(N(C)C)cc1 (stereo not given)	0	1	9	-16	-2	1.1	-2	-7	0.5	1
CC(=O)Nc1nonc1NC(=O)CSC1=NCCS1	-4	1.1	-1	4	2	1	-13	-3	0.8	1
CC(C)=CCN1CCN(CC#Cc2ccccc2)CC1CCO (stereo not given)	-7	1	2	-3	-6	1.1	-4	-6	0.6	1.1
O=C(Nc1ccc(S(=O)(=O)NCc2ccccc2)cc1)c1ccc(Br)o1	-2	1	-2	-13	-7	1	-3	-5	2.3	1.1
O=C(Nc1ccccc1Cl)Nc1cccnc1Cl	8	1	-17	-9	-1	1	2	0	1.1	1
COc1cc(C(=O)OCC(=O)NC2CCCC2)cc(NC(=O)c2ccco2)c1OC	-6	0.8	-1	-8	-6	1	21	-2	-0.5	1.1
COC(=O)c1[nH]c2ccccc2c1NC(=O)CNC1CCCCC1	-7	1	0	-3	-7	1	4	-4	1.1	1.1
CCCn1c(Sc2nc3c(c(=O)[nH]c(=O)n3C)n2CCC)nc2c1c(=O)[nH]c(=O)n2C	-1	1.1	1	-3	-6	1	-9	-1	0.1	1.1
Cc1occc1C(=O)NCc1ccco1	-1	1.2	14	-8	-4	1.1	-18	-8	2.9	1

Results in FLuc inhib CS, for two of the compounds above:
Structure | FLuc inhib CS
CC(=O)Nc1nonc1NC(=O)CSC1=NCCS1 | 2
CC(C)=CCN1CCN(CC#Cc2ccccc2)CC1CCO (stereo not given) | -6

Bioassay records from PubChem.
